Bim-Bcl-W = inhibitors of Bim-Bcl-W interaction, human. AID 952. hit rate 0.02% among 190,000. bead-based flow cytometry, Bim peptide-Bcl-W binding. inhibition, % at 10 µM;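 also: 0% = bound tracer without compound and 100% = peptide blocker; higher means less fluorescent Bim peptide bound to Bcl-W beads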
Target sequence (Q92843 whole entry, looked up): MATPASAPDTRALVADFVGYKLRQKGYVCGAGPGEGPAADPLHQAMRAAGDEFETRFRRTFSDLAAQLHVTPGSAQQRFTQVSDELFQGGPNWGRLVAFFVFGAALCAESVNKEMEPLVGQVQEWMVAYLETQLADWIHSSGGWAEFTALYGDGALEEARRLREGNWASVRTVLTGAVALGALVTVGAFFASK
RGS7-Gao = modulates binding of RGS7 to human Galphao; P09471; AID 1439; hit rate 0.35% among 220,000; binding response (% of control), % at 10 µM; Multiplexed bead flow cytometry; actives lie on both sides; in the data active = binding response below about 49% or above about 150%; inconclusive = no clear call, values can overlap the other calls; inactive = in between;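 also: fluorescent Galphao held in activated GDP-AlF4 state binding bead-coupled RGS7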
Target sequence (P09471 whole entry, looked up): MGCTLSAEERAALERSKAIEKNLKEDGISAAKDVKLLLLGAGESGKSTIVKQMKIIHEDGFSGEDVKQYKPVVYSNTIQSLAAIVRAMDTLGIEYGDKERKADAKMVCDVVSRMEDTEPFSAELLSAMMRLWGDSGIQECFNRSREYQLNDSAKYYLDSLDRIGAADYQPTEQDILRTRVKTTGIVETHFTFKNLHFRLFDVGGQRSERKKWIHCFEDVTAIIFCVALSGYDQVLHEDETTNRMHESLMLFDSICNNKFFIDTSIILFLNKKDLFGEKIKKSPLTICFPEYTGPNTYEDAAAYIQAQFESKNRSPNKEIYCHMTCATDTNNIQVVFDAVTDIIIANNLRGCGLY
Bcl-2 Bim block = inhibitors of Bim-Bcl-2 interaction, human. P10415. Bead-based flow cytometry, Bim peptide-Bcl-2 binding. inhibition, % at 10 µM. hit rate 0.06% among 190,000. AID 950; in the data active = inhibition above about 40%; inconclusive = no clear call, values can overlap the other calls;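 also: 0% = no compound wells with probe peptide and 100% = reference peptide inhibitor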
Target sequence (P10415 whole entry, looked up): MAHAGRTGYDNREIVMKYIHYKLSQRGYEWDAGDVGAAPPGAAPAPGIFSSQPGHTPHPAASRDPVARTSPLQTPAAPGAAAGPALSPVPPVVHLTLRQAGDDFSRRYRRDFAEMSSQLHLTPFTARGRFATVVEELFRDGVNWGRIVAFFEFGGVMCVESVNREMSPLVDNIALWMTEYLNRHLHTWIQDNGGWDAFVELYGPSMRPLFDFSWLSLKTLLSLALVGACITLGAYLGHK
RGS8-Gao = modulates binding of RGS8 to human Galphao. P09471. multiplexed bead flow cytometry; actives lie on both sides. response (percent of control binding), % at 10 µM. hit rate 0.34% among 220,000. AID 1423; in the data active = response below about 60% or above about 140%; inactive = in between;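 also: Galphao activated as the GDP aluminium fluoride complex binding bead-coupled RGS8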
Bim-Bcl-XL = disrupts Bim peptide binding to human Bcl-XL; Q07817; bead flow cytometry, fluorescence; inhibition, % at 10 µM; hit rate 0.04% among 190,000
Mcl-1 Bim block = disrupts Bim peptide binding to human Mcl-1; inhibition, % at 10 µM; Q07820; Bead-based flow cytometry, Bim peptide-Mcl-1 binding; AID 1009; hit rate 0.1% among 190,000;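 also: 0% = no compound tracer wells and 100% = peptide blocker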
Mcl1-Bid inh = Mcl-1/Bid interaction inhibition. TR-FRET Mcl-1/Bid-Dy647 peptide binding, 1536-well. AID 1021. inhibition, % at 21.7 µM. hit rate 0.97% among 220,000. Q07820;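 active = compounds that cut the binding signal by more than half at the single screening dose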;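 also: His-tagged Mcl-1 with europium anti-His antibody binding Bid BH3 peptide; 0% = Mcl-1 plus peptide wells and 100% = peptide-only wells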
Bim-Bfl-1 = disrupts Bim binding to human Bfl-1. Q16548. Bead-based flow cytometry, Bim-Bfl-1 binding inhibition. inhibition, % at 10 µM. hit rate 0.12% among 190,000;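 also: 0% = wells without compound plus tracer and 100% = blocker peptide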
RGS4-Gao reg = modulates binding of RGS4 to human Galphao; hit rate 0.33% among 220,000; Multiplexed bead flow cytometry; actives lie on both sides; P09471; binding response (% of control), % at 10 µM; in the data active = binding response below about 49% or above about 150%; inactive = in between;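 also: fluorescent Galphao activated with aluminum fluoride binding bead-coupled RGS4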
GSH bead fluor = compound fluoresces at 488/530 nm on GSH beads. GSH beads flow cytometry, compound fluorescence 488/530 nm; hits give high values. fluorescence (KMESF) at 10 µM. hit rate 0.25% among 190,000; in the data active = fluorescence above about 89;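 also: glutathione beads carrying GST-tagged Bcl family fusion proteins plus one bare bead set; values are compound well signal with DMSO vehicle wells as background; inactives centre near 16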
Bcl-B Bim block = inhibitors of Bim-Bcl-B interaction, human | Q9HD36 | bead-based flow cytometry, Bim peptide-Bcl-B binding | inhibition, % at 10 µM | hit rate 0.073% among 190,000;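 also: 0% = tracer peptide without compound and 100% = reference inhibitor peptide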
Target sequence (Q9HD36 whole entry, looked up): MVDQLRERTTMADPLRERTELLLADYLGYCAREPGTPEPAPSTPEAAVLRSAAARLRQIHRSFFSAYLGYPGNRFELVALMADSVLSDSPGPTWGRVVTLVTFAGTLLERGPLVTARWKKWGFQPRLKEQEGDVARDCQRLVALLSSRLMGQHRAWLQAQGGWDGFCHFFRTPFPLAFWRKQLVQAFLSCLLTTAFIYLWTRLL
Active calls of the source: *; ? = inconclusive. Rule as the data show it, unless noted: active = inhibition above about 40%. Outcome played no part in choosing rows; about 1.8% have a hit in one of these screens.

SMILES	Bim-Bcl-W	RGS7-Gao	Bcl-2 Bim block	RGS8-Gao	Bim-Bcl-XL	Mcl-1 Bim block	Mcl1-Bid inh	Bim-Bfl-1	RGS4-Gao reg	GSH bead fluor	Bcl-B Bim block
Cc1ccc(-n2c(O)c(C=NCc3ccccn3)c3ccccc3c2=O)cc1	-1	100	0	102	-2	0	-24	-14	102	9	-4
COCc1nnc(NC(=O)c2sc3ccccc3c2Cl)s1	-8	100	-5	99	-7	-7	11	0	99	26	-27
Cc1ccc(C(=O)CSc2ccc(-c3ccccc3)nn2)cc1	-5	98	-4	99	-6	-4	23	-4	101	21	-8
CN(C)Cc1cc(C(C)(C)C)c(O)c(C(C)(C)C)c1	1	103	2	103	0	1	1	0	103	6	1
CCCOC(=O)c1cc(NC(=O)/C=C/c2ccccc2)ccc1O	-6	98	-5	100	-7	-3	-21	-6	99	16	-2
C=CC[n+]1c(-c2ccc(OC)cc2)csc1NNC(=O)Nc1ccccc1	3	101	-3	100	-2	0	-44	-6	103	13	0
COc1cc(OC)c(NC(=O)CCNS(=O)(=O)c2ccc3c(c2)oc(=O)n3C)cc1Cl	5	100	5	114	1	2	-15	-2	107	27	-1
CCS(=O)(=O)NCC(c1cccnc1)N1CCN(c2ccccc2OC)CC1 (stereo not drawn)	0	100	-5	103	-5	0	-20	-6	101	21	-2
COCCNc1nc(-c2cc(C)c(C)cc2C)cs1	-1	101	-8	100	-1	0	-40	-5	99	11	-4
CN(C)S(=O)(=O)c1cccc(NC(=O)c2cc(=O)[nH]c3ccccc23)c1	-2	95	-6	100	-3	-1	-16	-6	98	8	-3
COc1cc(C(C[N+](=O)[O-])c2c(N)n(C)c(=O)n(C)c2=O)ccc1O (stereo not drawn)	-1	95	-4	94	-4	-3	-29	-2	95	74	-2
CCOC(=O)c1ccc(-n2c(O)c(/C=N/NC(=O)C3COc4ccccc4O3)c3ccccc3c2=O)cc1 (stereo not drawn)	-4	107	-4	108	-8	-4	-89	-4	107	14	-3
CCOc1ccc(C2=Nc3ccc(Br)cc3C(c3ccc(N4CCOCC4)cc3)=NN2)cc1	-6	100	-7	107	-9	-7	-3	-4	107	12	-11
O=C(Cn1cnc([N+](=O)[O-])n1)N/N=C/c1ccc2ccccc2c1	-6	107	-10	109	-12	-8	5	-8	106	12	-9
CCOc1ccc(OCC)c(NC(=O)CSc2nnc(-c3cccnc3)o2)c1	2	95	-11	96	0	1	-32	-10	95	14	-1
O=C(Nc1ccc2oc(Cc3ccc(Cl)cc3)nc2c1)c1cccnc1	0	101	-9	101	-9	-1	-8	-15	99	23	-5
COc1ccc(OC)c(NC(=O)CSc2nnc(-c3ccco3)n2-c2ccc(C(=O)O)cc2)c1	0	105	-1	101	1	-1	-16	0	103	24	-3
COc1ccc(CCNC(=O)CSc2nc3ccccc3o2)cc1OC	0	100	-2	100	-1	-4	-13	0	101	12	-2
Cc1[nH]c(=S)[nH]c(=O)c1Cc1ccccc1	-4	97	-2	99	-4	-8	-1	-4	98	29	-4
Cc1cccc(-c2nnc3n2N=C(c2ccccc2)CS3)c1	5	92	2	81	16	-2	-28	6	82	48	6
NS(=O)(=O)c1ccc(NC(=S)NC(=O)c2ccc(-c3ccccc3)cc2)cc1	-3	100	-6	84	-4	-9	-73	-1	98	18	-8
CCS(=O)(=O)N1CCCC(C(=O)NCCc2ccc(OC)c(OC)c2)C1 (stereo not drawn)	7	106	12	98	15	13	-3	14	104	25	7
CC(C)=C1C2CCC1C1C(=O)N(c3ccc(C)c(C)c3)C(=O)C21 (stereo not drawn)	0	105	-1	103	-4	-1	-9	2	102	21	-1
COc1ccc(C(CC(=O)O)NC(=O)c2sc3ccccc3c2Cl)cc1 (stereo not drawn)	-1	109	1	106	-1	4	20	2	105	11	-3
CN(C)CCN1C(=O)C(O)=C(C(=O)c2cc3ccccc3o2)C1c1cccc(Br)c1 (stereo not drawn)	-2	105	0	105	-2	0	-95	-1	105	9	0

Laid out differently: 4 of the compounds above
SMILES,Bim-Bcl-W,RGS7-Gao,Bcl-2 Bim block,RGS8-Gao,Bim-Bcl-XL,Mcl-1 Bim block,Mcl1-Bid inh,Bim-Bfl-1,RGS4-Gao reg,GSH bead fluor,Bcl-B Bim block
NS(=O)(=O)c1ccc(NC(=S)NC(=O)c2ccc(-c3ccccc3)cc2)cc1,-3,100,-6,84,-4,-9,-73,-1,98,18,-8
CCS(=O)(=O)N1CCCC(C(=O)NCCc2ccc(OC)c(OC)c2)C1 (stereo not drawn),7,106,12,98,15,13,-3,14,104,25,7
CC(C)=C1C2CCC1C1C(=O)N(c3ccc(C)c(C)c3)C(=O)C21 (stereo not drawn),0,105,-1,103,-4,-1,-9,2,102,21,-1
COc1ccc(C(CC(=O)O)NC(=O)c2sc3ccccc3c2Cl)cc1 (stereo not drawn),-1,109,1,106,-1,4,20,2,105,11,-3

The list continues:
SMILES	Bim-Bcl-W	RGS7-Gao	Bcl-2 Bim block	RGS8-Gao	Bim-Bcl-XL	Mcl-1 Bim block	Mcl1-Bid inh	Bim-Bfl-1	RGS4-Gao reg	GSH bead fluor	Bcl-B Bim block
COc1ccccc1NC(=O)CCSc1nnnn1C	-1	100	-12	101	-10	-4	2	-18	100	36	-11
Cc1nsc(Nc2ccccc2)c1C#N	0	93	2	101	1	5	-17	-2	102	10	-1
CN(C)CCCNC(=O)c1cc(C(=O)c2ccc(F)cc2)c[nH]1	0	?	0	101	0	0	-12	-3	98	12	1
CC(=O)N(c1c(C)n(C)n(-c2ccccc2)c1=O)C1(C(=O)NC2CCCCC2)CCCCC1	-1	88	-5	97	-1	2	-9	-9	83	29	-5
CCCCC(=O)N(Cc1nc2sc(C)c(C)c2c(=O)[nH]1)C1CCCC1	3	96	1	101	3	5	-18	0	100	21	1
Cc1onc(-c2ccccc2)c1C(=O)NNC(=S)NC(=O)/C=C/c1cccs1	-7	106	0	101	-11	-8	-83	-2	102	12	-6
CCN(c1ccc(OC)cc1)S(=O)(=O)c1ccc2c(c1)CCN2C(=O)CCC(=O)O	-3	97	0	100	-2	-2	-20	0	93	24	-1
NC(=O)CCn1c2ccccc2c2ccccc21	0	99	0	101	-2	-2	-11	-3	103	14	0
CCOC(=O)Cn1cc(/C=C(/C#N)C(=O)NC(C)C)c2ccccc21	-1	96	-6	98	-5	-2	-47	-8	97	11	-3
CCN=C(NCC)SC1CC(=O)N(c2cccc(OCC)c2)C1=O (stereo not drawn)	2	102	-3	107	-4	4	6	-2	99	10	0
CCOC(=O)C1CCN(C(=O)CCNC(=O)c2cc(OC)c(OC)c(OC)c2)CC1	-1	106	-8	103	-5	0	1	-16	102	20	-7
CCOC(=O)N1CCN(C2CC(=O)N(c3ccccc3)C2=O)CC1 (stereo not drawn)	-1	96	-1	102	-3	0	-17	-3	102	7	-3
CCCCC(=O)NC(Nc1cc(C)ccn1)(C(=O)OCC)C(F)(F)F (stereo not drawn)	-2	101	-3	99	-1	-1	-9	-2	100	19	-3
CSCCC(NC(N)=O)C(=O)NCc1ccc(Cl)cc1 (stereo not drawn)	2	97	-4	101	-7	0	-38	-14	98	4	-3
Cc1cc(C)cc(NC(=O)/C(C#N)=C/c2cn(CC(=O)NCc3ccco3)c3ccccc23)c1	8	100	6	101	1	0	11	3	99	10	2
CSc1ccc(/C=N/NC(=O)c2ccc(C)c(C)c2)cc1	-4	101	2	99	-4	-3	-22	2	102	6	-4
Clc1ccc(CSc2snnc2-c2ccccc2)cc1	-2	98	-10	98	-1	0	14	-12	98	42	-10
C=COCCNC(=O)Nc1ccc(Cl)c(Cl)c1	6	55	1	66	10	9	-22	9	57	24	5
CCOC(=O)CSc1nc(C(C)(C)C)nc2ccccc12	-3	104	-2	107	-2	-3	-6	-9	106	16	-4
COc1ccc(S(=O)(=O)N(CC(=O)NC2CC2)c2ccc(C)cc2)cc1	-1	105	-8	102	0	-1	-19	-5	105	16	-4
CCOc1ccc(/C=C(/NC(=O)c2ccccc2)C(=O)NCCC(=O)O)cc1	-1	93	-7	100	-4	0	-10	-16	98	52	-2
CCCS(=O)(=O)N1CCN=C1SCc1ccc(C)cc1	-1	98	0	100	-2	0	-2	-4	100	11	-2
CCOc1ccc(N(C(C)C(=O)Nc2ccc(OC)cc2)S(C)(=O)=O)cc1 (stereo not drawn)	-1	96	-16	102	-6	-2	-18	-18	98	25	-7
O=C(CNC(=O)c1ccccc1Cl)OCC(=O)N1CCc2ccccc21	-2	?	-4	101	0	0	-27	-6	100	15	-1
O=C(CCCn1c(=O)c2ccccc2n(Cc2cccc(F)c2)c1=O)NC1CCN(Cc2ccccc2)CC1	-3	114	-1	105	-2	-1	-16	-7	109	15	-2

(list continues)
SMILES	Bim-Bcl-W	RGS7-Gao	Bcl-2 Bim block	RGS8-Gao	Bim-Bcl-XL	Mcl-1 Bim block	Mcl1-Bid inh	Bim-Bfl-1	RGS4-Gao reg	GSH bead fluor	Bcl-B Bim block
CCCCN(C(=S)NC(=O)c1cc(OC)c(OC)c(OC)c1)c1c(N)n(Cc2ccccc2)c(=O)[nH]c1=O	-3	109	0	100	-10	-3	-69	1	102	8	-4
CC(=O)N(Cc1ccccc1)Cc1cn(CCC#N)nc1-c1cccc([N+](=O)[O-])c1	-1	103	-4	101	-1	-1	-10	-3	96	18	-3
COc1cc(C(=O)NC(C)c2cnn(-c3ccccc3C)c2C)cc(OC)c1OC (stereo not drawn)	-1	104	-4	102	-2	0	-2	-6	100	9	-2
COc1ccccc1-c1cc(C(=O)NCCCn2ccnc2)no1	0	104	-4	108	-6	-2	-16	-16	101	25	-7
Cc1ccccc1OCCOc1ccc([N+](=O)[O-])cc1/C=N/n1cnnc1	-4	103	-3	104	0	-3	-31	-5	102	10	-5
CCc1cccc(OCC(=O)Nc2ccc(S(=O)(=O)Nc3ccccn3)cc2)c1	0	104	-2	105	0	1	-10	0	107	24	-4
O=C(Nc1ccc([N+](=O)[O-])cc1)C(Cc1ccccc1)N1C(=O)c2cccc3cccc(c23)C1=O (stereo not drawn)	0	?	0	100	0	0	-2	5	101	20	1
C=CCn1c(=O)[nH]c2cc(C(=O)N3CCN(c4cccc(Cl)c4)CC3)ccc2c1=O	1	94	-6	101	0	0	-4	-11	100	11	-4
CC(Sc1nc(N)cc(=O)[nH]1)C(=O)NC1CCCCC1 (stereo not drawn)	-3	94	1	100	-3	-3	-37	-1	96	18	-2
O=C(COC(=O)CCC(=O)c1cccs1)NCc1ccc(Cl)cc1	-1	98	-7	104	-1	-4	-25	-10	103	17	-3
CN(CC(=O)NCc1ccco1)S(=O)(=O)c1cccc2cccnc12	3	102	-5	97	-1	2	-21	-6	98	21	-3
CCC(C)[C@H](N)c1cn([C@@H](Cc2cc3ccccc3[nH]2)C(=O)N2CCNCC2)nn1 (stereo partly drawn)	0	107	2	103	-2	0	-3	-3	102	19	-6
C[C@H](NC(=O)Cc1cccc2ccccc12)C(=O)NCc1ccccc1	0	?	-2	101	0	0	-6	-6	100	10	-2
CC(C)CC(=O)Nc1ccc(-c2nc3ccccc3c(=O)[nH]2)cc1	-2	98	-1	102	-4	-1	4	-1	98	11	-6
N#Cc1c(-c2cccc(Br)c2)cc(-c2ccco2)[nH]c1=O	-3	?	2	96	-3	0	-39	3	87	12	3
O=C(NC1CC1)c1cc2c(F)cccc2s1	-3	100	0	100	-4	-1	-17	-5	103	20	-5
CCN(CC(=O)Nc1cccc(C(C)=O)c1)S(=O)(=O)c1ccc(OC)cc1	-2	99	-8	101	-1	0	-8	-11	104	35	-6

Bioassay records as filed in PubChem.
